a7 integrin act: activates integrin-mediated alleviation for muscular dystrophy; alpha7betagal myoblasts, beta-gal FDG fluorescence, 48 h; Potency, µM (doses to about 38.3 µM), inactives show at the highest dose activation, hits mostly activators; actives 0.064% (n = 350,000); AID 624291;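 also: potency is read from the fitted curve at half-maximal effect; 100% = response of the positive control SU9516; nearly all actives have a fitted effect of over 60% in size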
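alpha7betagal+/- myoblasts (passage 13, 250/well) treated 48 h at 37C with compounds at 1:260 dilution of DMSO stock. Lysed, then beta-galactosidase activity read as FDG fluorescence (ex 480/em 540) after 30 min, with pre-read for autofluorescence.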
KCNH2 3.1 block: KCNH2 3.1 (human) potassium channel inhibition; actives 0.95% (n = 340,000); U2OS KCNH2 3.1, thallium flux FluxOr; active compounds read low; activity change, % (tested at about 1.8 µM);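 active = maximum activity change below -70%; inconclusive = maximum activity change from -70% to -50%; inactive = maximum activity change above -50%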;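 also: thallium influx rate constant from kinetic fluorescence after stimulation buffer; % is scaled to controls: 0 for no effect and ±100 for the full control effect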
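FluxOr-based Tl+ influx in U2OS cells transduced with KCNH2 3.1 virus; rate constants normalized to DMSO controls.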
CXXC DNA block: inhibitors of human MLL CXXC domain-DNA interaction | Q03164 | MLL-CXXC / FITC-HOXA9 DNA fluorescence polarization | Potency, µM (series often up to 115 µM), for inactives: top-dose activity change, negative = inhibition, hits mostly inhibitors | actives 0.037% (n = 290,000) | AID 2662; active = well fitted inhibition curve with a large enough effect in the polarisation, with a control signal flat, not every such curve was filed as active; inconclusive = small, poorly fitted or top-dose-only effect, or effect the other way, or a change in a side signal; inactive = no such curve, though single readings can be large or run the other way; the % refers to the polarisation; also: potency is read from the fitted curve at half-maximal effect
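Purified MLL-CXXC (added from a 7 uM solution) was preincubated 5 min at ambient with pinned compounds in 50 mM Tris-HCl pH 7.5, 50 mM NaCl, 1 mM DTT, 0.05% BSA. Fluorescein-labeled HOX-A9 DNA (50 nM solution) followed, 30 min, then polarization read.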
A-T KAP1 phos: potential ataxia-telangiectasia treatments restoring KAP-1 phosphorylation. […] A-T fibroblasts, KAP-1 phosphorylation AlphaLISA; neocarzinostatin DNA damage 30 min before lysis. Potency, µM (titrated, usually from 57.5 µM), without a hit: at the highest dose activation, usual class: activators. actives 0.19% (n = 320,000); also: potency is read from the fitted curve at half-maximal effect; % of control where 0% means no effect; nearly all actives have a fitted effect of over 45% in size
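hTERT-immortalized A-T patient fibroblasts ([…]), 500 cells/well in OPTI-MEM, 1% FBS, got compounds for 60 min, then NCS for 30 min at 37C. Lysates were then assayed for phospho-KAP-1 by AlphaLISA (anti-pKAP1 donor, anti-KAP1 acceptor beads), 6 hr at 25C.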
FBPA coupling cs: counter-screen for Giardia aldolase inhibitors: coupling enzyme system | actives 0.67% (n = 290,000) | coupling enzyme system counterscreen, AmpLite Red fluorescence | AID 2472 | activity change, negative = inhibition, % at 58.2 µM, hits read low; in the data active = activity change below about -30%; also: % is scaled to controls: 0 for no effect and ±100 for the full control effect
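Coupling enzymes only (glyceraldehyde-3-phosphate) + compound, at 57.5 uM final, 10 min RT; add substrate/coupling/AmpLite Red mix, 20 min RT; fluorescence ex 525/em 598 nm. Actives flag coupling-system interference.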
MBNL1 CUG block: blocks human MBNL1 binding to CUG repeat RNA; TR-FRET MBNL1-His/biotin-(CUG)12 binding, 665/545 ratio; Potency, µM (titrated, usually from 57.5 µM), for the others: at the highest dose activity change, negative = inhibition, usual class: inhibitors; actives 0.036% (n = 280,000); AID 2675; active = well fitted inhibition curve with a large enough effect in the signal ratio, with a control signal flat, not every such curve was filed as active; inconclusive = small, poorly fitted or top-dose-only effect, or effect the other way, or a change in a side signal; inactive = no such curve, though single readings can be large or run the other way; the % refers to the signal ratio; also: potency is read from the fitted curve at half-maximal effect; % is scaled to controls: 0 for no effect and ±100 for the full control effect
Target sequence (Q9NR56 whole entry, looked up): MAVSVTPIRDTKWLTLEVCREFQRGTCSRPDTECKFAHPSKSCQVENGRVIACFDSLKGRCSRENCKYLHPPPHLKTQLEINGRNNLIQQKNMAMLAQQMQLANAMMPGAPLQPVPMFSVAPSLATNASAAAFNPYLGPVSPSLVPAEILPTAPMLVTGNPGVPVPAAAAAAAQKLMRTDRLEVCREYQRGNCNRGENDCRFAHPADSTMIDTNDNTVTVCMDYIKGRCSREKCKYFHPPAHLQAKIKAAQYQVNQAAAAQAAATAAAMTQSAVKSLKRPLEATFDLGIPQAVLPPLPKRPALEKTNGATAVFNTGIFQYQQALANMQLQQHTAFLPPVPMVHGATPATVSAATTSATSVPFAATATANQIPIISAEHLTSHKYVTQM
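His-tagged MBNL1 binding to biotinylated (CUG)12 RNA was measured by TR-FRET using terbium anti-His antibody (0.055 ng/ul final) and streptavidin-XL665 (5 nM final). Compounds were titrated 92 nM to 58 uM; 60 min at room temperature.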
ASM inhibitor: inhibitors of human secretory acid sphingomyelinase | placental ASM, HMU-PC fluorogenic substrate, 60 min | Potency, µM (top dose mostly 57.5 µM), for inactives: at the highest dose activity change, negative = inhibition, most hits filed as inhibitors | actives 0.006% (n = 340,000) | AID 504937; also: potency is read from the fitted curve at half-maximal effect
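Fluorogenic HMU-PC substrate (9 uM final) is turned over by placental ASM in 60 min at 37 C after a 10 min compound preincubation. Reaction ended by alkaline stop (pH 10), with fluorescence read at 386/447 nm.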
hERG WT inh: blocks the wildtype human KCNH2 potassium channel | U2OS, BacMam KCNH2, thallium flux FluxOr; active compounds read low | activity change, % at 1.84 µM | actives 0.37% (n = 340,000) | AID 720551;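 active = maximum activity change below -70%; inconclusive = maximum activity change between -70% and -50%; inactive = maximum activity change above -50%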; also: % is scaled to controls: 0 for no effect and ±100 for the full control effect
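U2OS cells transduced with wild-type KCNH2 virus are loaded with FluxOr dye for 45 min, and thallium flux is measured in kinetic reads before and after stimulation buffer. Rate constants are normalized to DMSO controls.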
GALK inh: blocks human galactokinase activity. P51570. Purified GALK, Kinase-Glo residual ATP luminescence. Potency, µM (top dose mostly 57.5 µM), for the others: top-dose activity change, negative = inhibition, usual class: inhibitors. actives 0.007% (n = 270,000). AID 1868; also: potency is read from the fitted curve at half-maximal effect; % is scaled to controls: 0 for no effect and ±100 for the full control effect
Target sequence (P51570 whole entry, looked up): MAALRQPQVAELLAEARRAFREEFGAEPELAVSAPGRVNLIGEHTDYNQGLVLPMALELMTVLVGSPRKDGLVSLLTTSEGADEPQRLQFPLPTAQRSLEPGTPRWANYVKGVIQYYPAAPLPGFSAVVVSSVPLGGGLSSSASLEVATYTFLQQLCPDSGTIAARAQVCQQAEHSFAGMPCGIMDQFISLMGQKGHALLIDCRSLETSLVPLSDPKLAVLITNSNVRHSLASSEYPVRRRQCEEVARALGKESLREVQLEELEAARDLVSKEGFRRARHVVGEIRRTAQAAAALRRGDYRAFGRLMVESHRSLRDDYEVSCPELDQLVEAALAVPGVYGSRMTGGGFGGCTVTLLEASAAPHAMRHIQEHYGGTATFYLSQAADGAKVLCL
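Compounds were pin-transferred into ATP buffer (35 uM final), then GALK plus galactose (5 nM, 100 uM final) was added. After 1 h at room temperature, Kinase-Glo Plus was added and luminescence read after 10 min.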
TRPV1 ag: agonists of human vanilloid receptor 1 (TRPV1) | activation, % at 8.33 µM | Q8NER1 | actives 0.19% (n = 320,000) | AID 540275 | TRPV1-expressing cells, Fluo-8 calcium influx, agonist mode; in the data active = activation above about 80%; inconclusive = between about 30% and that limit; also: 0% is about no effect
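Fluo-8 calcium influx in TRPV1-expressing cells, kinetic read (ex 480/em 520 nm). Compound added and read 3 min for agonist activity, followed by capsaicin at EC20 final and 2 min further read for enhancement.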
Starred values were filed as active, the others as inactive; ? = inconclusive; · = no result given; [ ] = another dose, or the depositor's remark. Unless noted, calls follow the shape of the dose curve; as a rule, active = well fitted curve in the direction sought with a large enough effect; inconclusive = small, poorly fitted or top-dose-only effect, or another doubt; inactive = no such curve, though single readings can be large; an effect the other way counts as inactive or inconclusive.

SMILES	a7 integrin act	KCNH2 3.1 block	CXXC DNA block	A-T KAP1 phos	FBPA coupling cs	MBNL1 CUG block	ASM inhibitor	hERG WT inh	GALK inh	TRPV1 ag
CCC(Sc1nncn1C)C(=O)Nc1nnc(-c2ccccc2Cl)s1 (stereo not given)	0%	1	-7%	0%	1	-1%	5%	1	1%	1
CCC1(c2ccccc2)NC(=O)N(CC(=O)Nc2cc(S(=O)(=O)N3CCOCC3)ccc2OC(C)C)C1=O (stereo not given)	-7%	-17	·	2%	·	·	1%	-7	·	-1
CCCC[C@@H]1CNC(=S)N1CCc1cccc(F)c1	-2%	-4	-10%	6%	0	17%	3%	7	-4%	1
Cc1ccc2c(c1)N(CC(=O)N1CCCc3ccccc31)C(=O)C(C)O2 (stereo not given)	-3%	3	-8%	5%	2	-7%	1%	3	6%	14
O=C(CN1CCC(NC(=O)Nc2ccccc2-c2ccccc2)CC1)NCc1ccco1	4%	-11	-4%	-9%	2	-3%	5%	17	-1%	-1
CC(=O)Nc1ccc(S(=O)(=O)N(C)c2ccc(OCC(=O)Nc3ccccc3C(C)=O)cc2)cc1	4%	2	·	5%	·	·	-8%	-3	·	-1
CCOc1ccc(CN2CCSCC2)cc1	-17%	13	14%	-12%	0	4%	6%	7	-3%	0
CCCC(=O)C1=C(N(C)c2ccccc2)CC(C)(C)C(C(=O)OC)C1=O (stereo not given)	-22%	-1	-5%	5%	2	5%	2%	3	0%	1
Cc1ccc2c(c1)c1c3n2CCN(C(=O)Cn2c(-c4ccccc4)noc2=O)C3CCC1 (stereo not given)	-9%	-15	-4%	24%	-2	1%	-6%	-18	-1%	-4
Cn1c(CCNC(=O)c2cccs2)nnc1SCC(=O)N1CCN(c2ccccc2)CC1	15%[7.66 µM]	-3	4%	-7%	4	3%	-2%	-16	0%	-2
COc1ccc(CC(=O)c2ccc(OC3OC(CO)C(O)C(O)C3O)cc2O)cc1 (stereo not given)	-8%	17	25%	-1%	-2	-2%	2%	-95*	-1%	0
COc1ccc(S(=O)(=O)N(Cc2cccs2)C2CCCC2)cc1	-9%	-7	-7%	?	7	-1%	-4%	9	-2%	2
O=C(Cn1nc(Cc2cccnc2)c2ccccc2c1=O)Nc1cc(F)ccc1F	-29%	-3	-7%	15%	-2	31%[activator]	-2%	-4	·	3
COc1ccc(CN2CCSCC2)cc1O	?	-30	-6%	-2%	1	-3%	2%	3	-3%	1
COP(=O)(c1ccc(N(C)C)cc1)C(O)c1ccccc1 (stereo not given)	4%	3	14%	-7%	1	-2%	-1%	-4	1%	0
Cc1cnc(C(=O)Nc2ccccc2F)cn1	8%	-3	-6%	·	2	4%	0%	1	2%	8
COc1ccc(N2CCN(S(=O)(=O)c3cnc[nH]3)CC2)cc1	12%	-15	-4%	0%	4	·	8%	3	2%	·
CC(C)(C)c1ccc(OCC(=O)N(c2ccccn2)C2CCCCC2)cc1	16%	-4	2%	-5%	0	-3%	-4%	-11	·	28
O=C(NCCSc1ccc(Br)cc1)c1ccc2nc[nH]c2c1	-36%	·	10%	7%	·	-7%	-8%	16	-2%	27
O=C(NN1CCCCC1)c1cnn2c(C(F)F)cc(-c3ccccc3)nc12	-14%	6	0%	2%	-2	5%	1%	17	0%	8
CCN(CC)S(=O)(=O)c1ccc(NC(=S)NC(=O)CC(C)C)cc1	0%	·	5%	3%	2	·	-5%	-7	3%	6
NC(=O)NC(=O)CSc1cccc(C(F)(F)F)c1	-12%	-6	4%	-1%	3	-13%	3%	-22	1%	-2
CN(C)C(=O)CCC(=O)N1CCCC(C(=O)c2ccc3c4c(cccc24)CC3)C1 (stereo not given)	-6%	8	-12%	0%	-2	?	6%	1	-1%	0
N#Cc1ccc(OCC(=O)N/N=C(\CCC(=O)O)c2cccs2)cc1	-14%	2	-16%	1%	5	7%	1%	-7	4%	1
CCCn1c(C)c(C(=O)OCC)c(O)c(-c2ccccc2)c1=O	-8%	8	·	·	·	·	1%	-7	·	·
Cc1ccc(C)c(N2C(=O)CC(Cc3ccc(Br)cc3)C2=O)c1 (stereo not given)	20%	-2	3%	26%	-3	-4%	-2%	-2	4%	4
O=C(O)C1CCCCC1C(=O)Nc1ccccc1F (stereo not given)	3%	-3	0%	·	-6	-6%	7%	-11	0%	-15
COC(=O)[C@]1(C)N[C@H](CN(C)C(=O)Nc2ccccc2)[C@@H]2C(=O)N(C)C(=O)[C@@H]21	2%	0	·	5%	·	·	7%	-1	·	·
COCCN(C(=O)CSc1nnc(-c2ccccc2F)o1)c1c(N)n(CC(C)C)c(=O)[nH]c1=O	-16%	-3	·	1%	·	·	6%	-1	·	-1
CC1c2cc3c(cc2CCN1C(=O)c1cccc(F)c1)OCCCO3 (stereo not given)	11%	-23	3%	-2%	·	0%	2%	-13	-4%	2
Cc1ccc(S(=O)(=O)NC(=O)NCc2ccc(Cl)cc2)cc1	24%	16	-22%	2%	18	2%	5%	-22	1%	-1
O=C(CSc1nnc(CNc2ccc(F)cc2)n1Cc1ccccc1)NCc1ccccc1	-16%	-3	1%	0%	0	-6%	-3%	-3	-3%	-3
Cc1c(C=O)cnn1CCC(=O)O	6%	2	·	·	·	·	5%	2	·	·
NS(=O)(=O)c1ccc(N=C2C(=O)Nc3ccccc32)cc1	5%	-3	1%	1%	-4	?	6%	3	·	2
O=C(NC(=S)NC1CCCC1)c1ccccc1	?	-6	9%	1%	·	-1%	-1%	0	0%	20
Cc1noc(C)c1C(=O)N1CCCC(N2CCN(c3cccc(C(F)(F)F)c3)CC2)C1 (stereo not given)	8%	1	0%	-5%	0	-2%	0%	21	1%	0
CCOC(=O)CSc1nnc(CSc2nc3ccccc3s2)n1C	23%	-4	-1%	12%	1	0%	2%	6	2%	21
CCn1nc(NS(=O)(=O)c2ccc(NC(C)=O)cc2)c2cc3ccccc3nc21	-21%	1	3%	-3%	·	?	-1%	2	-6%	3
O=C(/C=C/c1ccc(S(=O)(=O)N2CCOCC2)cc1)N1CCN(c2ccc(F)cc2)CC1	-63%[inhibitor]	-13	-2%	-10%	2	5%	-8%	-4	9%	23
COc1ccc(OC)c(NC(=O)C2CCC(CNc3c(N4CCC(C)CC4)c(=O)c3=O)CC2)c1 (stereo not given)	-8%	-14	-6%	3%	2	13%	-5%	-13	2%	18
CC1CCCC(C)N1C(=O)c1ccc(S(=O)(=O)N2CCCC2)cc1 (stereo not given)	-4%	-6	·	-5%	·	·	6%	-3	·	0
CCC1Oc2ccc(C)cc2N(CC(=O)N2CCN(c3ccc(F)cc3)CC2)C1=O (stereo not given)	-11%	11	-1%	4%	1	7%	2%	-13	0%	-2
CC(=O)N(C)c1ccc(OCC(O)Cn2c3ccc(Cl)cc3c3cc(Cl)ccc32)cc1 (stereo not given)	-75%[inhibitor]	-29	11%	-9%	-1	-2%	?	-76*	0%	-3
CCc1ccccc1N(CC(=O)OC)S(C)(=O)=O	11%	-12	2%	6%	0	16%	3%	1	0%	0
c1ccc(CCNc2ncnc3sccc23)nc1	14%	-2	0%	2%	1	6%	6%	-8	1%	2
Cc1ccc(Sc2nc(-c3ccccc3)ccc2C#N)cc1	10%	3	15%	0%	0	0%	-11%	6	1%	-1
CC12CCC(=O)N1C(C(=O)OCC(=O)Nc1ccc(Cl)c(Cl)c1)CS2 (stereo not given)	15%	4	30%	1%	0	-2%	-5%	-5	-1%	3
NS(=O)(=O)c1ccc(NC(=O)CCC(=O)c2ccc(Cl)s2)cc1	0%	5	6%	-5%	2	5%	-4%	1	3%	-2
COc1ccc(CNC(=O)c2ccc3oc(C(C)C)nc3c2)cc1	-18%	0	-9%	-16%	·	0%	-1%	0	-2%	?
c1ccc(-c2cc(-c3nc(-c4cccnc4)no3)c3ccccc3n2)cc1	·	·	1%	16%	4	-6%	·	·	3%	1
FC(F)(F)c1cccc(NC(=S)N2CCCC2)c1	38%	0	28%	2%	0	-1%	-1%	-16	·	2
COc1ccc(C2(C(=O)N3CCCC3)CCOCC2)cc1OC	0%	8	5%	-1%	1	3%	2%	-9	1%	0

Assay outcomes deposited in PubChem BioAssay by National Center for Advancing Translational Sciences (NCATS).

Not a hit list; about 2% have a hit in one of these screens.
